hgDAF12 agonist: H. glycines DAF-12 receptor agonists, primary screen, cell-based, luminescence, HEK293, GAL4 fusion, UAS-luciferase | HEK293 GAL4-hgDAF12 UAS-luciferase reporter, agonist luminescence; normalized to butyrate control | activation, % at 6.8 µM | Nuclear hormone receptor DAF-12 (Heterodera glycines), GAL4 fusion | 370,000 compounds, 1.8% hits;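 active = activation above a cutoff set at the mean of all screened compounds plus 3 SD, cut at about 10% in these data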;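 also: 0% = DMSO wells and 100% = sodium butyrate wells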
SMARCA2 act: SMARCA2 (BRM) function activators, primary screen, cell-based, luminescence, high throughput; AID 652017, 2013; activation, % at 9.1 µM; 370,000 compounds, 1% hits; MG213 cells, MMTV-luciferase reporter, dexamethasone, overnight; in the data active = activation above about 7.8%;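 also: 0% = vehicle wells and 100% = reference activator wells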
hcDAF12 agonist: H. contortus DAF-12 nuclear receptor activators, primary screen, cell-based, luminescence, HEK293, lit1-tk-luc reporter. AID 652067, 2013. activation, % at 6.8 µM. HEK293 hcDAF-12 lit1-tk-luc reporter; 0% DMSO, 100% Δ7-dafachronic acid. 370,000 compounds, 1.4% hits;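 active = activation above the mean of all tested compounds plus 3 SD, cut at about 5.5% in these data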;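 also: 100% = response to 3 µM Δ7-dafachronic acid high control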
DAX1 inh-1: DAX1 (NR0B1) inhibitors, primary screen, cell-based, HEK293, Gal4-DAX1, luciferase luminescence; 340,000 compounds, 0.99% hits; AID 504766, 2011; inhibition, % at 6.75 µM; HEK293 Gal4-DAX1 luciferase reporter;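 active = inhibition above the mean over all tested compounds plus 3 SD, cut at about 4.2% in these data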;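 also: 0% = DAX1-transfected cells with DMSO and 100% = empty-vector control cells with DMSO; inhibition shows as a rise in luminescence from relieved DAX1 repression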
Target sequence (P51843 207-470 limits assumed): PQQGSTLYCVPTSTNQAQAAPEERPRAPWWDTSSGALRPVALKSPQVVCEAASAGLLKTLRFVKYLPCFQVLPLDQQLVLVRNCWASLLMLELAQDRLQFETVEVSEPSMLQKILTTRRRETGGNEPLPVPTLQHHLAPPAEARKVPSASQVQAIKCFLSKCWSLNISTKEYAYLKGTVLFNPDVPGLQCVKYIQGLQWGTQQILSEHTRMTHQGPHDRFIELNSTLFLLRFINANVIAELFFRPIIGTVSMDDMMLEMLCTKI
ADAM10 inh: human ADAM10 inhibitors, primary screen, biochemical, QFRET, HTS; Disintegrin and metalloproteinase domain-containing protein 10 (Homo sapiens), O14672; recombinant ADAM10, EDANS/DABCYL FRET peptide cleavage, 3 h; inhibition, % at 7 µM; 370,000 compounds, 0.62% hits;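 active = inhibition above a per-campaign cutoff equal to the mean of compounds falling between control-based bounds plus 3 SD, cut at about 20% in these data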;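 also: 0% = DMSO wells while the 100% control is not disclosed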
ssDAF-12 act: S. stercoralis DAF-12 nuclear receptor activators, primary screen, cell-based, luminescence, HEK293, GRIP1 co-expression, lit1-tk-luc; HEK293 ssDAF-12/GRIP1 lit1-tk-luc reporter; % of 3 µM dafachronic acid response; Nuclear hormone receptor DAF-12 (Strongyloides stercoralis); 370,000 compounds, 1% hits; activation, % at 6.8 µM;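 active = activation above the mean over all tested compounds plus 3 SD, cut at about 0.9% in these data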;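 also: 0% = DMSO-only wells and 100% = 3 µM delta7-dafachronic acid wells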
sPLA2-III inh: human group III sPLA2 inhibitors, primary screen, biochemical, QFRET, BODIPY PC-A2 liposome substrate; inhibition, % at 12.2 µM; 370,000 compounds, 0.56% hits; AID 743126, 2013; QFRET BODIPY PC-A2 liposome hydrolysis, fluorescence; Group 3 secretory phospholipase A2 (Homo sapiens), Q9NZ20;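 active = inhibition above mean plus 3 SD of compounds lying within the high and low control bounds, cut at about 19% in these data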;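 also: 0% = median of test compound wells and 100% = no enzyme DMSO wells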
Target sequence (Q9NZ20 whole entry, looked up): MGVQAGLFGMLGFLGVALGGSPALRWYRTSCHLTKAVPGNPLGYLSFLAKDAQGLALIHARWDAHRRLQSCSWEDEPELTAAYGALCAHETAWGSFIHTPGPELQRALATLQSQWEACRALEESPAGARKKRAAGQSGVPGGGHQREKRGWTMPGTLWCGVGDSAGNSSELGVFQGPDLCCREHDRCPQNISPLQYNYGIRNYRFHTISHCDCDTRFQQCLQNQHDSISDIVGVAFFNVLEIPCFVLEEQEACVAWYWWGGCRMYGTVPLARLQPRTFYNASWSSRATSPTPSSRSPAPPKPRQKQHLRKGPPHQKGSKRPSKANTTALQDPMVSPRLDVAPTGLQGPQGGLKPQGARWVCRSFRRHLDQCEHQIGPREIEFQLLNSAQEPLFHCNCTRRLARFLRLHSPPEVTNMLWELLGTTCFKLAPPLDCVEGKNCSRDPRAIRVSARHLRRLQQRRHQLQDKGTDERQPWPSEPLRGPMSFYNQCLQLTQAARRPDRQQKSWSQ
DAX1 inh-2: DAX1 (NR0B1) inhibitors on StAR promoter, primary screen, cell-based, luminescence, SF-1 (NR5A1), full-length DAX-1; 370,000 compounds, 1.1% hits; AID 652010, 2013; HEK293T StAR-luciferase reporter, SF-1/DAX-1 repression relief; inhibition, % at 6.8 µM;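 active = inhibition above the mean over all tested compounds plus 3 SD, cut at about 3.6% in these data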;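 also: 0% = DAX-1 cells with DMSO and 100% = cells lacking DAX-1 with DMSO; higher inhibition means more luminescence from relief of DAX-1 repression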
FXN GAA850 act: FXN promoter activators, primary screen, cell-based, luciferase luminescence, HEK293 lucGAA850; HEK293 lucGAA850 FXN promoter luciferase reporter, 24 h; percent of 10 µM SAHA response; activation, % at 6 µM; 360,000 compounds, 0.56% hits; AID 540364, 2011;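 active = activation above the average of all compounds screened plus 3 SD, cutoff fixed separately per campaign, cut at about 7.5% in these data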;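 also: 0% = DMSO wells and 100% = 10 µM SAHA wells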
GC-A act: GC-A stimulated cGMP production enhancers – HEK293 GC-A cells, cGMP TR-FRET, EC30 ANP, primary screen | Atrial natriuretic peptide receptor 1 (Homo sapiens), P16066 | 0% at EC30 ANP, 100% saturating ANP | activation, % at 10 µM | 370,000 compounds, 0.14% hits; in the data active = activation above about 40%
NPR2 activator: human GC-B receptor activators, primary screen, HEK293 GC-B cells, cGMP TR-FRET, EC30 CNP; Atrial natriuretic peptide receptor 2 (Homo sapiens), P20594; 370,000 compounds, 0.11% hits; 0% at EC30 CNP, 100% saturating CNP; AID 1920062, 2024; activation, % at 10 µM;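 active = activation at 10 µM reaching about 35% in either raw or pattern-adjusted values, limit read from the data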
Numbers without * were called inactive; i = inactive; . = no result given.

Each structure is followed by: hgDAF12 agonist, SMARCA2 act, hcDAF12 agonist, DAX1 inh-1, ADAM10 inh, ssDAF-12 act, sPLA2-III inh, DAX1 inh-2, FXN GAA850 act, GC-A act, NPR2 activator
CCC(=O)c1cc(F)c(N2CCN(C(=O)Cc3ccccc3)CC2)cc1C
  -1.5, -1, -2.9, -0.9, 10, -0.8, -1, -1.9, 1.9, -3, -4
Cc1nn(C)c(Oc2cccc(Cl)c2)c1C(=O)Nc1ccc(F)cc1
  -1.1, 4, -1.7, 0.0, 1, -1.7, -3, -0.9, -0.1, -9, -7
CN(C)CCNC(=O)Cn1c(=O)c2cccn2c2ccc(F)cc21
  4.2, 1, 0.6, 1.1, -8, -1.3, 1, 0.4, 0.6, 5, 6
CN(CC(=O)Nc1ccc(F)cc1)C(=O)CN1C(=O)c2ccccc2C1=O
  0.2, -4, -1.1, -0.3, -15, -1.4, 15, 1.7, 0.7, 2, -2
COc1cn(-c2ccccc2)nc1C(=O)NCc1ccc(C)cc1
  -4.3, 0, -2.9, 1.4, -9, -1.4, -2, 0.6, 1.5, 0, 0
O=C(Nc1nnc(SCc2ccc(Cl)cc2)s1)C1CC(=O)N(Cc2ccccc2)C1 (stereo not given)
  -1.0, -3, 0.7, 2.5, -8, -0.9, 7, 0.0, 1.0, 2, -2
COc1cccc(NC(=S)N(Cc2ccccn2)Cc2ccccc2Cl)c1
  -2.9, -1, -2.1, 0.3, 22*, -1.6, -1, 1.1, 2.8, -8, 3
CCOC(=O)[C@@]12CCCC3=C1N(CCC3)C(=O)[C@H]2CC(=O)NCC12CC3CC(CC(C3)C1)C2
  -1.9, -1, -0.1, ., -3, -1.3, -3, 0.4, ., -1, 6
Cc1cccn2c(=O)c3cc(C#N)c(=NC(=O)c4cccs4)n(CC(C)C)c3nc12
  -2.7, 2, -1.9, 2.2, -346, -1.3, 2, 0.2, 0.9, 4, 3
Cc1noc(C)c1CCC(=O)Nc1cc(Cl)ccc1C(=O)O
  -2.1, 2, 1.1, -0.5, 1, -0.8, -3, 0.1, -0.8, 2, 7
O=C(CN1CCN(c2cccc(Cl)c2)CC1)NC1CCCc2ccccc21 (stereo not given)
  0.5, -2, -1.7, 0.2, 12, -1.2, -1, -0.4, -0.1, -6, 1
COc1ccc(CNC(=O)Cc2c(C(=O)O)[nH]c3ccccc23)c(OC)c1
  1.1, -2, 6.9*, 0.9, 1, 1.9*, -4, 0.3, -1.2, 3, 2
CCS(=O)(=O)N1CCCC(C(=O)NCCCN(C)Cc2ccccc2)C1 (stereo not given)
  2.1, -2, 0.2, -0.3, -2, -1.3, -6, -0.2, -1.2, 1, 3
O=C(Oc1ccc2cc(Br)ccc2c1)c1cccnc1
  0.5, 2, -1.4, 0.4, 2, -1.9, -3, -0.5, -0.5, 0, -7
Cc1cccc(C)c1OCC(=O)N/N=C/c1cc2c(cc1[N+](=O)[O-])OCO2
  4.8, 0, 0.6, -0.3, 12, -1.5, -2, 0.1, 0.1, -5, -1
COC(=O)c1ccc(Nc2nc(-c3ccncc3)nc3ccccc23)cc1
  -2.2, 7, -0.6, -0.2, -4, -1.0, 14, 0.2, 0.5, 4, 7
Cc1cccc(N2CCN(C(=O)c3ccc(NS(=O)(=O)c4c(C)noc4C)cc3)CC2)c1C
  -0.8, -1, -2.6, 0.1, 8, -1.1, -40, -0.9, 1.4, 1, 0
C=CCn1c(SCC(C)=O)nnc1-c1ccc2ncccc2c1
  -2.5, 0, -1.0, 4.9*, -2, -1.1, -12, -0.2, 0.2, 1, -2
Cc1ccc(N/C=C(\C#N)c2ccc(OCCCF)cc2)cc1
  0.1, 0, 0.5, 1.0, 9, -1.2, -5, 0.3, 0.6, 1, -1
CN(C)CCCNC(=S)Nc1ccc(-c2ccccc2)cc1
  -1.9, -3, 0.3, 2.5, -1, -0.9, 14, 0.1, 1.0, 5, 1
CCOc1ccc(C(=O)Nc2nccs2)cc1[N+](=O)[O-]
  5.1, 6, 0.0, 0.1, 2, -1.1, -6, -0.1, 1.0, -3, -6
FC(F)(F)COc1cc(-c2nnc(SCc3ccccc3)n2Cc2ccco2)cc(OCC(F)(F)F)n1
  0.0, -7, -1.1, 1.2, 4, -0.9, 2, 0.0, 0.3, -2, -2
CCOc1ccccc1NC(=O)c1cccc(NC(=O)CC(c2ccccc2)c2ccccc2)c1
  -2.4, -3, -1.8, 0.7, 16, -2.5, -28, -0.8, -4.5, -1, 0
CCCNC(=O)Nc1ccc(F)c(Cl)c1
  1.6, -3, -1.1, 0.1, 2, -1.4, 0, 0.1, -1.1, 1, -1
CC1CCCCC1NC(=O)COC(=O)c1ccc2ncsc2c1 (stereo not given)
  1.0, 4, 0.4, 0.1, 5, -1.0, -10, 0.1, 2.4, -1, 0
CNC(=O)c1cc(OCC(F)(F)F)ccc1OCC(F)(F)F
  1.5, 2, -0.6, 2.5, 5, -1.2, -4, -0.3, 1.0, ., .
N#C/C(=C\c1ccc2c(c1)OCCO2)C(=O)Nc1nccs1
  3.8, 5, 2.7, 2.2, -103, -0.7, 0, 0.3, 2.5, -3, -9
Cc1ccc(CNC(=O)C2CCC(=O)N(Cc3ccccc3F)C2)s1 (stereo not given)
  1.4, 0, -2.0, 0.6, -6, -0.8, 1, 0.8, 3.6, 2, 1
Cc1c(CCC(=O)O)c(=O)oc2cc(OCc3ccccc3F)ccc12
  0.7, -2, -1.1, -1.1, i, -1.0, 0, 0.1, 0.4, 5, -3
CC(=O)c1c(C)[nH]c(C(=O)Nc2cc(S(=O)(=O)N(C)C)ccc2C)c1C
  0.3, 5, -2.0, -0.1, 3, -0.8, 5, -1.0, 0.7, 2, 1
O=C(Nc1ccc(Cl)cc1)c1csc([C@@H]2O[C@H](CO)[C@@H](O)[C@H]2O)n1
  4.2, 0, 0.2, ., 3, -1.3, -3, -1.0, 2.3, 17, -1
O=C(NCc1cc2ccccc2[nH]1)c1ccccc1F
  6.2, 0, 1.5, 1.2, 2, -1.2, -5, 0.0, 2.8, 7, 2
C/C(=N\NC(=O)COc1ccc(C(C)(C)C)cc1)c1ccccc1
  3.4, -1, 1.9, -1.3, 1, -0.5, -6, 0.2, 2.8, -4, 0
CNC(=S)N1CCN(C(c2ccccc2)c2ccccc2)CC1
  -1.1, -2, -0.8, 2.8, -4, -1.5, 1, 0.7, -0.4, -5, -4
CCC(NC(=O)C1CCCC1)c1ccccc1 (stereo not given)
  0.7, 1, -0.6, 0.6, 2, -1.1, 1, 0.3, 0.5, 1, 0
Cc1cccc(C)c1NC(=O)C1(N(Cc2ccco2)C(=O)Cn2nnnc2N)CCCCC1
  2.7, -1, 1.2, 1.5, 0, -0.7, -7, 0.4, 1.7, 1, 2
COc1cccc(/C=N/N2CCN(Cc3ccccc3)CC2)c1O
  0.0, 1, 0.4, 1.6, 10, -0.9, 14, 0.5, 2.1, 4, 1
CC(C)c1ccc(C(=O)N2CCCCC2c2cc(C(=O)Nc3ccncc3)no2)cc1 (stereo not given)
  -6.1, -4, -2.6, ., -16, -1.9, 6, -1.2, -0.7, 0, -4
COc1ccc(CCN2C(=NC(=O)CC(C)C)SC3CS(=O)(=O)CC32)cc1OC (stereo not given)
  0.7, 4, 0.6, -1.8, 4, -1.3, -4, -0.3, 0.5, -1, -6
CCc1ccccc1NC(=S)N1CCN(c2cccc(OC)c2)CC1
  0.6, -1, -0.5, -1.4, 4, -1.0, 5, -0.5, -0.6, 3, 3
COc1ccc(-c2cc(=O)oc3cc(OC(=O)C4CCCCC4)c(Cl)cc23)cc1
  7.1, -6, -0.6, -0.5, -416, -1.4, 2, -0.3, -7.4, 1, -8
Cc1cccc(Nc2nc3c(s2)CCCC3)c1
  18*, 1, 3.4, 2.6, -6, 0.2, 10, 2.7, 7.3, 7, 1
CC(C(=O)Nc1ccc(O)cc1C(=O)O)N1C(=O)/C(=C\c2cccs2)SC1=S (stereo not given)
  -1.9, -2, -0.4, 0.2, -2, -0.2, -26, -0.3, 0.4, -2, 0
O=C(COC(=O)C1CC(=O)N(Cc2ccccc2)C1)Nc1ccc(Cl)cc1F (stereo not given)
  -0.9, -2, 0.6, -0.6, 4, -1.5, -3, -0.4, 0.2, 0, -3
COc1ccccc1/C=N/OC(=O)c1ccc(F)cc1
  -0.1, -2, -0.7, 1.1, -7, -1.4, -4, 0.2, -0.3, 4, -4
CN1C(=O)c2ccc(NC(=O)CCS(=O)(=O)c3ccccc3)cc2C1=O
  1.8, 2, -1.8, 0.2, -82, 0.5, -5, -1.1, -2.0, 2, -2
CCOc1cc(Br)c(CC(=O)NC2CCCCCC2)cc1OCC
  -2.7, -3, -1.4, 1.5, -2, -1.2, -2, -0.2, 0.6, -3, -6
O=C(NCC1CC1)[C@@H]1C[C@H]1[C@@H](NP(=O)(c1ccccc1)c1ccccc1)c1ccccc1
  0.8, 1, -1.8, 0.6, -1, -1.0, 6, 0.7, -2.9, -16, -28
CCCNC(=O)c1cc(C2CCCN(C(=O)c3ccc(OC)cc3)C2)on1 (stereo not given)
  -0.3, 3, -1.1, ., -5, -0.9, -2, 0.8, -1.2, 2, -4
O=C(CCNS(=O)(=O)c1cccc2nonc12)NC1CCCCC1
  -2.6, 1, 0.0, 2.0, 13, -0.8, 3, -0.2, 0.9, 2, 3
C=CCNC(=O)/C=C/c1c(F)cccc1Cl
  5.3, 1, -1.4, -0.8, 2, -1.0, -2, 0.3, 5.8, 4, 0
C=Cc1ccc(C(=O)N2CCC(n3nnc4ncccc43)CC2)cc1
  2.4, -1, -1.3, ., -1, -0.7, -2, 1.2, ., -3, -4
CCOc1ccc(N2C(=O)/C(=C/c3cccs3)N(CC(=O)OC)C2=S)cc1
  3.3, 1, 4.7, -0.9, -8, -0.9, -4, 0.2, 1.0, 12, 8
Cc1cccc2sc(NC(=O)C3CC3)nc12
  0.6, 1, -1.0, -0.6, 11, -1.2, -1, 0.1, 1.4, 28, 3
CC(=O)Nc1c(O)nc(SCC(=O)Nc2ccc(C(C)=O)cc2)[nH]c1=O
  14*, 5, 2.8, 0.9, -2, -0.7, 4, -0.4, 4.9, 1, -2

As entered above.
In sPLA2-III inh, COc1ccccc1/C=N/OC(=O)c1ccc(F)cc1 reads -4
In DAX1 inh-2, CCOc1ccc(N2C(=O)/C(=C/c3cccs3)N(CC(=O)OC)C2=S)cc1 reads 0.2

An unsorted share of the library; 6.6% or so of the library scored in one or more.
